Screening results: PubChem, several laboratories
RGS7-Gao reg – RGS7-Galphao binding modulators, primary screen, biochemical, multiplexed bead flow cytometry; actives lie on both sides; binding response (% of control), % at 10 µM; hit rate 0.35% among 220,000; AID 1439, 2008; in the data active = binding response below about 49% or above about 150%; inconclusive = no clear call, values can overlap the other calls; inactive = in between;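 note: fluorescent Galphao held in activated GDP-AlF4 state binding bead-coupled RGS7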
Target sequence (P09471 whole entry, looked up): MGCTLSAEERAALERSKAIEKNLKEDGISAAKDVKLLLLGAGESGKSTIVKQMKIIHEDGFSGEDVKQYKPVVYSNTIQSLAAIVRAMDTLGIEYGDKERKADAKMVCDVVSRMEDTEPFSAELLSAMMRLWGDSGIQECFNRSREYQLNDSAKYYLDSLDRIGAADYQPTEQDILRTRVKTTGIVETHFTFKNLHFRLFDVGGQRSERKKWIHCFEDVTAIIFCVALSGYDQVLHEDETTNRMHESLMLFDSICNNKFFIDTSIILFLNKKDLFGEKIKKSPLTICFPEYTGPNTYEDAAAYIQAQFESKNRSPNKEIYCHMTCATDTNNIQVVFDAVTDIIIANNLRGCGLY
RGS8-Gao reg – RGS8-Galphao binding modulators, primary screen, biochemical, multiplexed bead flow cytometry; actives lie on both sides; response (percent of control binding), % at 10 µM; hit rate 0.34% among 220,000; AID 1423, 2008; in the data active = response below about 60% or above about 140%; inactive = in between;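 note: Galphao activated as the GDP aluminium fluoride complex binding bead-coupled RGS8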
Mcl1-Bid inh – Mcl-1/Bid binding inhibitors, primary screen, biochemical, TR-FRET, 1536-well. TR-FRET Mcl-1/Bid-Dy647 peptide binding. inhibition, % at 21.7 µM. Induced myeloid leukemia cell differentiation protein Mcl-1 (Homo sapiens), Q07820. hit rate 0.97% among 220,000;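 active = compounds that cut the binding signal by more than half at the single screening dose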;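 note: His-tagged Mcl-1 with europium anti-His antibody binding Bid BH3 peptide; 0% = Mcl-1 plus peptide wells and 100% = peptide-only wells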
Target sequence (Q07820 whole entry, looked up): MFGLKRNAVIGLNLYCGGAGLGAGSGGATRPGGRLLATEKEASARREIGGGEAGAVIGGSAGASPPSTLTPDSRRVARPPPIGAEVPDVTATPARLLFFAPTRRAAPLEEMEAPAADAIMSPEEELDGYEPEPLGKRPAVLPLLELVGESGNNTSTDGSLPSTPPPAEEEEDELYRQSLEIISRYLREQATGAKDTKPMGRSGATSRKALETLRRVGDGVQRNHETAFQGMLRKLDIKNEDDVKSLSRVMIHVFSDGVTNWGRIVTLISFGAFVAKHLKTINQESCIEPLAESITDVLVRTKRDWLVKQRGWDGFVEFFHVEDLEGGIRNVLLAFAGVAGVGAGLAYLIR
GSH fluor – compound fluorescence on glutathione beads, profiling panel, artefact control, biophysical, 488/530 nm, flow cytometry. AID 1776, 2009. fluorescence (KMESF) at 10 µM. hit rate 0.25% among 190,000. GSH beads flow cytometry, compound fluorescence 488/530 nm; active compounds read high; in the data active = fluorescence above about 89;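 note: glutathione beads carrying GST-tagged Bcl family fusion proteins plus one bare bead set; values are compound well signal with DMSO vehicle wells as background; inactives centre near 16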
Pf gamet viab – late stage P. falciparum gametocyte viability inhibitors, primary screen, ATP luminescence, HTS. P. falciparum stage V gametocytes, 24 h. inhibition, % at 10.9 µM. hit rate 0.065% among 150,000. AID 743093, 2013;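 active = inhibition above the mean plus 3 SD of compounds within the control limits, set per campaign, cut at about 38% in these data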;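 note: 0% = DMSO wells and 100% = medium only without gametocytes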
RGS4-Gao reg – modulators of RGS4 binding to Galphao, primary screen, biochemical, multiplexed bead flow cytometry; actives lie on both sides; AID 1415, 2008; hit rate 0.33% among 220,000; binding response (% of control), % at 10 µM; Guanine nucleotide-binding protein G(o) subunit alpha (Homo sapiens), P09471; in the data active = binding response below about 49% or above about 150%; inactive = in between;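 note: fluorescent Galphao activated with aluminum fluoride binding bead-coupled RGS4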
Mcl-1 Bim block – inhibitors of Bim peptide binding to Mcl-1, primary screen, biochemical, bead-based flow cytometry, multiplex; Induced myeloid leukemia cell differentiation protein Mcl-1 (Homo sapiens), Q07820; Bim peptide-Mcl-1 binding; inhibition, % at 10 µM; hit rate 0.1% among 190,000; AID 1009, 2008; in the data active = inhibition above about 40%;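 note: 0% = no compound tracer wells and 100% = peptide blocker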
Avidin bead fluor – green autofluorescence of compounds with avidin beads – biophysical, 488/530 nm, flow cytometry, artefact control, profiling panel; fluorescence (KMESF) at 10 µM; compound fluorescence 488/530 nm; active compounds read high; hit rate 0.38% among 220,000; AID 1775, 2009; in the data active = fluorescence above about 47; note: inactives centre near 10
ABCB1 inh – ABCB1 efflux pump inhibitors, primary screen, cell-based, multiplex, flow cytometry, ABCG2 counter-screen; ATP-dependent translocase ABCB1 (Homo sapiens), P08183; CCRF-Adr cells, JC-1 efflux; inhibition, % at 6.6 µM; hit rate 0.067% among 190,000; AID 1326, 2008; in the data active = inhibition above about 40%;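 note: 0% = vehicle and 100% = reference inhibitor; higher value means more JC-1 retained so stronger ABCB1 efflux block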
Mcl1-Noxa inh – Mcl-1/Noxa binding inhibitors, primary screen, biochemical, TR-FRET, 1536-well. Induced myeloid leukemia cell differentiation protein Mcl-1 (Homo sapiens), Q07820. TR-FRET Mcl-1/Noxa peptide binding, 2 h. inhibition, % at 21.7 µM. hit rate 1.5% among 220,000. AID 1022, 2008;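 active = compounds that cut the protein-peptide binding signal by more than 50% relative to plate controls in a single-dose test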;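 note: His-tagged Mcl-1 with rhodamine Noxa BH3 peptide and terbium anti-His antibody; 0% = Mcl-1 plus Noxa peptide wells and 100% = peptide-only wells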
ABCG2 inh – ABCG2 efflux pump inhibitors, primary screen, multiplex with ABCB1, IgMXP3 cells, flow cytometry. Broad substrate specificity ATP-binding cassette transporter ABCG2 (Homo sapiens), Q9UNQ0. JC-1 efflux. inhibition, % at 6.6 µM. hit rate 0.1% among 190,000;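 active = inhibition above 80%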;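 note: 0% = DMSO and 100% = nicardipine control wells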
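Read-out basis: Efflux inhibition in percent versus controls | Test system: ABCG2 IgMXP3 and barcoded ABCB1 CCRF-Adr cell mix | Quantity: 3 million cells/mL in well | Schedule: 10 min at 25 °C | Control set: Nicardipine as high control, DMSO as low control | Reagent: JC-1 as fluorescent efflux pump substrate | Signal: Flow cytometry of retained JC-1 fluorescence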
* hit, by the source's call; ? = inconclusive; nt = no result given.

Second line of a record – RGS7-Gao reg	RGS8-Gao reg	Mcl1-Bid inh	GSH fluor	Pf gamet viab	RGS4-Gao reg	Mcl-1 Bim block	Avidin bead fluor	ABCB1 inh	Mcl1-Noxa inh	ABCG2 inh
1	CCCOC(=O)C(C)n1c(-c2ccccc2)nc2ccccc2c1=O (stereo unspecified)
→ 100	100	11	25	nt	102	0	5	0.5	0	1
2	CCOC(=O)c1sc(NC(=O)Nc2ccc(Cl)cc2)cc1C
→ 96	104	7	21	nt	99	2	27	-1.2	100*	-8
3	C=CCn1c(COc2ccc(Cl)cc2)nnc1SCC(=O)NCC(=O)OCC
→ 106	101	-52	34	nt	104	3	10	0.8	-10	3
4	Cc1oc(-c2ccccc2)cc1C(=O)Nc1cccc(C(=O)O)c1
→ 94	91	-1	27	-20	94	0	1	0.0	9	-1
5	CCC(C)C(=O)Nc1nc(C)c(-c2csc(Nc3cc(Cl)ccc3OC)n2)s1 (stereo unspecified)
→ 101	103	-13	22	-9	104	-1	28	-0.4	10	-1
6	Nc1ccc(C(=O)OCC(=O)NC2CCCc3ccccc32)cc1[N+](=O)[O-] (stereo unspecified)
→ 95	101	-33	15	nt	98	2	5	-0.1	2	0
7	COc1ccc(/C=C/C(=O)Nc2ccccc2C(=O)N2CCCC2)cc1
→ 100	100	-15	29	nt	99	0	12	-3.8	2	-5
8	Cc1cc(NC(=O)Nc2ccc(F)c(Cl)c2)no1
→ 93	98	4	19	nt	90	-2	16	-2.7	-9	-1
9	COc1ccc2nc(SC)cc(C)c2c1
→ ?	99	-6	nt	-2	91	nt	6	nt	0	nt
10	CCOC(=O)CNC(=O)c1cn(C)c(=O)c2cc(OC)c(OC)cc12
→ 98	99	-20	16	nt	98	3	5	-0.1	-17	0
11	COC(=O)c1ccc(NC(=O)CSCc2ccc(C)cc2)cc1
→ 109	108	-24	5	nt	112	-5	9	-0.1	11	0
12	COc1ccc(-c2nn(-c3ccccc3)cc2CNC(C)Cn2cncn2)c(F)c1 (stereo unspecified)
→ 116	106	-21	15	1	113	-4	2	3.6	5	16
13	O=C(Nc1nc(-c2ccncc2)cs1)c1ccc(F)cc1
→ ?	102	-10	10	14	103	-2	10	-0.3	8	4
14	O=C(NCc1ccco1)c1ccc(Cl)s1
→ 100	102	-5	22	-9	100	-1	5	0.7	15	14
15	COc1ccc(NC(=S)Nc2ccccn2)cc1
→ ?	102	-77	nt	-8	104	nt	10	nt	9	nt
16	Cc1c(CCO)c(=O)n(C)n1C(=O)c1ccc(Cl)cc1
→ 94	99	-44	15	-16	93	-2	16	1.2	1	4
17	CCCCSc1nc(C)cc(C)c1S(=O)(=O)c1ccccc1C
→ 99	103	8	17	-35	100	1	36	0.5	36	3
18	Cc1cccc(NCC(=O)N/N=C\c2cccn2C)c1
→ ?	100	-60	nt	-31	102	nt	6	nt	4	nt
19	Cc1ccccc1NC(=O)CSc1nnc(-c2ccoc2C)n1CCc1ccccc1
→ 103	102	-18	24	-24	101	0	33	0.8	10	3
20	O=C(NNc1c2ccccc2nc2ccccc12)C(O)c1ccccc1 (stereo unspecified)
→ ?	101	-73	nt	2	102	nt	12	nt	-2	nt
21	CCCCN(CCCC)S(=O)(=O)c1ccc(NC(=O)Cc2cccs2)cc1
→ 87	99	-38	13	nt	96	1	4	0.2	16	1
22	COc1ccc(NC(=O)N(Cc2ccc3c(c2)OCO3)C2CC(=O)N(c3ccc(OC)cc3)C2=O)cc1 (stereo unspecified)
→ 100	103	5	35	nt	103	-5	14	5.2	0	10
23	Cc1nc(NC(=O)c2ccco2)sc1-c1csc(Nc2ccc(Cl)cc2)n1
→ 96	102	25	34	-15	102	-2	10	-0.4	62*	-1
24	CCOc1ccc(C(=O)NC(C(=O)NCc2ccccn2)C(C)C)cc1 (stereo unspecified)
→ 104	104	-16	55	9	105	0	10	0.1	-13	0
25	Cc1ccc(NC(=O)c2ccco2)cc1C
→ 95	88	-6	74	-5	95	-1	4	0.4	-6	2
26	CCOc1ccc(N(CC(=O)Nc2ccccc2C(=O)NCc2ccco2)S(C)(=O)=O)cc1
→ 97	100	-32	13	2	99	-1	7	0.4	10	0
27	CCOC(=O)c1c(NC(=O)CSc2nnc(-c3cccc(C)c3)n2CC)sc(C(C)=O)c1C
→ 94	97	22	30	-2	95	-2	7	6.6	-4	20
28	COCCCNCCOc1ccc(C(C)(C)c2ccccc2)cc1
→ 100	101	9	4	-32	104	-2	12	1.5	28	1
29	COCCn1c(SCCOc2ccccc2)nc2ccccc2c1=O
→ ?	100	1	17	25	97	0	9	1.4	16	14
30	COc1ccc(-c2cc(=O)n(CCC#N)[nH]2)cc1
→ 96	101	-25	16	nt	103	-8	16	1.4	5	-4
31	Cc1noc(C)c1COc1cccc(C(=O)NCc2cccc(Cl)c2)c1
→ 101	102	-13	23	-22	99	-4	11	0.9	9	5
32	N#C/C(=C/c1ccccc1)C(=O)NCc1ccccc1
→ ?	101	4	20	0	98	0	11	0.2	4	7
33	CCOc1ccc(/C(CCC(=O)O)=N/NC(=S)NC(C)C)cc1
→ 100	100	-31	13	nt	101	-3	24	-0.2	17	-1
34	Cc1cccc(C(=O)OCC(=O)Nc2sc3c(c2C#N)CCC3)c1
→ 94	99	-34	5	14	95	-3	9	0.9	4	4
35	O=C(O)CSc1ncn[nH]1
→ 107	103	-16	33	-30	104	-3	18	0.4	9	-4
36	O=c1c2ccccc2nc2ccccn12
→ 100	95	12	13	9	88	3	10	-0.1	10	2
37	CN(CCOc1ccccc1)S(=O)(=O)c1ccc2oc3ccccc3c2c1
→ 118	100	-14	29	nt	108	-3	60*	1.5	6	5
38	COc1ccccc1-c1csc(NC(=O)c2cc(-c3cccs3)nc3ccccc23)n1
→ 99	102	11	6	-1	99	-4	2	0.8	41	-1
39	CC(C)Nc1nc(NC(C)C)nc(N(C#N)CCOc2ccc(Cl)cc2Cl)n1
→ nt	nt	-1	18	nt	nt	-1	nt	0.6	4	3
40	CCc1ccccc1N(C(=O)c1cccs1)C1C=CS(=O)(=O)C1 (stereo unspecified)
→ 100	100	-24	6	nt	101	2	8	0.3	-16	2
41	CC(=NCCCNC1CCCCC1)C1=C(O)CC(C)(C)CC1=O
→ 101	114	-1	12	nt	102	-1	7	-0.1	12	1
42	Cc1ccccc1Nc1nc(-c2sc(NC(=O)c3ccco3)nc2C)cs1
→ 101	97	-2	29	nt	102	2	11	-0.3	44	-2
43	O=C(N/N=C/c1ccccn1)c1cc([N+](=O)[O-])cc([N+](=O)[O-])c1
→ 101	99	-36	13	nt	96	0	12	0.7	-64	10
44	Cc1ccc(CNC(=O)c2ccc3c(c2)NC(=O)C(N2CCOCC2)S3)cc1 (stereo unspecified)
→ 107	111	-4	12	5	107	-3	26	0.8	10	4
45	CCn1nnnc1SCC(=O)N1c2ccccc2Sc2ccccc21
→ 101	104	2	34	-6	101	-9	7	0.8	17	0
46	O=C(CS(=O)c1cccc(Cl)c1)Nc1ccccc1Cl (stereo unspecified)
→ 100	86	-24	13	6	73	-6	9	0.3	-6	1
47	Cc1ccc(-n2nnnc2SCC#N)cc1
→ ?	101	-13	13	8	99	-1	12	-0.2	8	-2
48	Nc1nc(SCC(=O)c2ccc([N+](=O)[O-])cc2)n[nH]1
→ 101	94	-41	14	-9	99	0	7	-0.2	3	1
49	O=S(=O)(/N=C(/Nc1ccc(F)cc1F)c1ccccc1)c1ccc(Br)cc1
→ 101	115	-63	14	2	102	-6	5	-0.5	4	-7
50	CN(C)c1ccc(C(=O)Nc2ccc(CN3CCS(=O)(=O)CC3)cc2)cc1
→ ?	98	-84	nt	5	96	nt	7	nt	21	nt
51	COc1ccccc1Oc1nc2c(c(=O)n(Cc3ccccc3F)c(=O)n2C)n1C
→ 88	88	29	34	nt	95	-2	8	-0.3	nt	-2
52	CCOC(=O)CN(C(=O)CCC(=O)Nc1cc(C)on1)C(C(=O)NC1CCCC1)c1cccnc1 (stereo unspecified)
→ 102	104	1	12	nt	101	-2	37	0.2	5	2
53	CC(=O)c1ccc(-c2nnc(CCC(=O)N(C)Cc3cccc4cnccc34)o2)s1
→ 88	92	-84	17	-26	97	0	5	1.3	6	2
54	Cc1ccc(CC(=O)N/N=C/c2ccc(OC(=O)c3ccc([N+](=O)[O-])cc3)cc2)cc1
→ 106	100	5	10	6	97	6	12	-0.1	24	-2
55	CCOc1ccc(C2CC(=O)NC3=C2C(=O)CCC3)cc1Cl (stereo unspecified)
→ 99	100	-10	26	nt	102	0	17	0.2	15	3
56	CC1(C)Cc2c(sc(NC(=O)/C=C/C(=O)O)c2C#N)CO1
→ ?	102	-35	nt	11	102	nt	4	nt	-1	nt
57	CCCCCCN1C(=O)C(O)=C(C(C)=O)C1c1ccccc1[N+](=O)[O-] (stereo unspecified)
→ 92	98	-35	26	-12	95	-3	10	0.0	37	0
58	NC(=O)C1CCN(c2ccc(S(=O)(=O)N3CCC(Cc4ccccc4)CC3)cn2)CC1
→ 102	102	0	20	nt	105	3	10	0.2	-30	1
59	CCN1CCN(S(=O)(=O)c2cc(C(=O)O)ccc2Cl)CC1
→ ?	98	4	nt	8	124	nt	58*	nt	23	nt
60	COC(=O)c1ccccc1NS(=O)(=O)c1cn(C)c(=O)n(C)c1=O
→ 106	104	-20	24	nt	105	-2	5	0.2	5	0

The list goes on:
Second line of a record – RGS7-Gao reg	RGS8-Gao reg	Mcl1-Bid inh	GSH fluor	Pf gamet viab	RGS4-Gao reg	Mcl-1 Bim block	Avidin bead fluor	ABCB1 inh	Mcl1-Noxa inh	ABCG2 inh
61	O=C(COc1ccc(Cl)cc1Cl)NN1C(=O)C2C3C=CC([C@@H]2C1=O)C31CC1 (stereo partly specified)
→ ?	97	-22	nt	-21	98	nt	8	nt	8	nt
62	Cc1cc(C)nc(N2CCCC(C(=O)NCc3ccc4c(c3)OCO4)C2)n1 (stereo unspecified)
→ 102	101	-9	15	2	102	-4	12	0.4	4	1
63	COc1ccccc1C(=O)C1CCCN(C(=O)c2cn3cc(Cl)ccc3n2)C1 (stereo unspecified)
→ 99	102	-44	12	13	104	-3	15	0.1	19	2
64	COC(=O)C(C)NC(=O)c1ccc(C(C)(C)C)cc1 (stereo unspecified)
→ 99	100	-15	15	nt	95	-4	14	-0.1	-1	-1
65	COc1ccc(C(=O)CN2C(=O)COc3ccccc32)cc1
→ 101	100	-9	12	6	100	-1	11	1.0	25	8
